GRP78 ERSR act: inducers of ER stress response in human glioma cells | U87-MG GRP78 promoter luciferase reporter, 16 h | AID 602332 | 420,000 tested, 0.02% active | Potency, µM, inactives show at the top dose activation, usual class: activators; also: potency is read from the fitted curve at half-maximal effect; series mostly up to about 76 µM; % of control where 0% means no effect; nearly all actives have a fitted effect of over 35% in size
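Stably transfected U87-MG glioma cells carrying a GRP78-based luciferase sensor; 16 h compound incubation. Luminescence end-point read 10 min after Bright-Glo addition at room temperature.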
RXFP1 antag: blocks the human relaxin receptor RXFP1; Q9HBX9; HEK293-RXFP1, relaxin-stimulated cAMP HTRF, 30 min; hits give low values; activity change, negative = inhibition, % at 57.5 µM; 350,000 tested, 0.59% active; AID 1259400;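 active = activity change of -60% or lower, but not beyond a set lower limit; inconclusive = change between -60% and -40%, or beyond the set limit; inactive = change above -40%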; also: % is scaled to controls: 0 for no effect and ±100 for the full control effect
Vif-A3G inh: inhibitors of Vif-APOBEC3G interaction; HeLa A3G-eYFP + Vif (tagged APOBEC3G with the HIV-1 protein that degrades it), YFP fluorescence, overnight; AID 602310; Potency, µM (doses to about 46.1 µM), for the others: at the top dose activity, negative = active, most hits filed as inhibitors; 410,000 tested, 0.076% active; Q9HC16;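 also: potency is read from the fitted curve at half-maximal effect; % is scaled to controls: 0 for no effect and ±100 for the full control effect; nearly all actives have a fitted effect of over 60% in size; hits raise eYFP signal because A3G escapes Vif-driven loss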
Target sequence (Q9HC16 whole entry, looked up): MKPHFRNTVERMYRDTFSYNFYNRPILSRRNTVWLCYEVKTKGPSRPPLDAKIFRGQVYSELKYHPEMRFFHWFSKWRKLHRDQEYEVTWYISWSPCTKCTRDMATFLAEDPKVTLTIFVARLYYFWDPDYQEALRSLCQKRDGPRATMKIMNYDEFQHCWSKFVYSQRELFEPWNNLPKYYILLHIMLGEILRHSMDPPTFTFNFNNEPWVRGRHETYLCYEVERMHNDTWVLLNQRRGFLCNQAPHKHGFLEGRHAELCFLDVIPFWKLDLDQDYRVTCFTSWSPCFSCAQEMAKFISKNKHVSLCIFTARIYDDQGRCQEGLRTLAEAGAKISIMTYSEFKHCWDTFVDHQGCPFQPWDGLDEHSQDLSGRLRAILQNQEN
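Read-out is eYFP fluorescence (Ex 488/Em 500-530) from Vif-expressing HeLa A3G-eYFP cells; more signal means A3G escaped Vif-mediated degradation. Cells plated overnight, compound pinned in, incubated overnight at 37 deg C.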
D1 agonist: activates the human D1 dopamine receptor. 360,000 tested, 1% active. activation, % at 2 µM. P21728. HEK293 T-REx D1 cells, calcium flux, agonist mode; in the data active = activation above about 30%; also: 0% is about no effect
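Inducible HEK293 T-REx D1 cells, force-coupled to calcium signalling, were plated at 4000 cells/well with tetracycline and held overnight at 30 C. After no-wash calcium dye loading, compound-evoked calcium rise over 180 s flagged agonists.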
D2 potentiator: D2 dopamine receptor (human) potentiation. potentiation, % at 10 µM. P14416. AID 485347. 340,000 tested, 0.34% active. HEK293 T-REx D2, calcium flux, EC20 dopamine potentiation;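 active = potentiation over 3 SD above the plate norm, cut at about 30% in these data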; also: 0% is about no effect
Target sequence (P14416 whole entry, looked up): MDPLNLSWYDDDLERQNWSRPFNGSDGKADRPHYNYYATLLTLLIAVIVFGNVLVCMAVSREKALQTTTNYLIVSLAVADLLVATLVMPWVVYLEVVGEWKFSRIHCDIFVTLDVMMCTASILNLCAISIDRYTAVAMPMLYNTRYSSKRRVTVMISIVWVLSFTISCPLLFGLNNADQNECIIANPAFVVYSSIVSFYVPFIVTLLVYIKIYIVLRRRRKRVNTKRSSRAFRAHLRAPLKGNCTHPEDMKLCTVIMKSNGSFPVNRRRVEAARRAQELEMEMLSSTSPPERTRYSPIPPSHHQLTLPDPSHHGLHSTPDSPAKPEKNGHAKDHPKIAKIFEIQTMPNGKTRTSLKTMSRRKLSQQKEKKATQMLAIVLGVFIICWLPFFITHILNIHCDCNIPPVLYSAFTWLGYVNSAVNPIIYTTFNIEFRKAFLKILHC
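Calcium flux readout, no-wash dye, 1 read/s. Inducible HEK293 Trex D2 line, overnight 30 C. Compound alone 180 s (agonist flags), then EC20 dopamine, another 180 s to score potentiation.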
D1 antagonist: blocks dopamine activation of the human D1 receptor | P21728 | HEK293 TREx D1 cells, calcium flux, dopamine EC80; hits give low values | activity change, negative = inhibition, % at 10 µM | 360,000 tested, 3.2% active; in the data active = activity change below about -30%; also: % is scaled to controls: 0 for no effect and ±100 for the full control effect
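Using tetracycline-induced force-coupled D1 Hek293 cells and a calcium dye, signals were followed for 180 s after compound, then for 180 s after EC80 dopamine, to detect inhibitors.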
Vif-A3F inh: Vif-A3F binding inhibition | AID 602313 | Potency, µM (doses to about 46.1 µM), without a hit: at the top dose activity, negative = active | HeLa A3F-eYFP + Vif (tagged APOBEC3F with the HIV-1 protein that degrades it), YFP fluorescence increase | 390,000 tested, 0.2% active; also: potency is read from the fitted curve at half-maximal effect; % of control where 0% means no effect; nearly all actives have a fitted effect of over 65% in size
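HeLa cells stably expressing A3F-eYFP plus Vif, plated and incubated overnight at 37 deg C, then exposed to compounds overnight at 37 deg C. Blocked degradation read as raised yellow fluorescence (Ex 488/Em 500-530).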
D1 PAM: human D1 dopamine receptor positive modulation; P21728; potentiation, % at 10 µM; 360,000 tested, 0.036% active; HEK293 TREx D1 cells, calcium flux, dopamine EC20 potentiation; in the data active = potentiation above about 30%; also: 0% is about no effect
RXFP1 agonist: RXFP1 (human) receptor agonism; Q9HBX9; 370,000 tested, 0.3% active; Potency, µM (doses to about 57.5 µM), for inactives: top-dose activation, most hits filed as activators; HEK293T-RXFP1 cAMP TR-FRET, 30 min; response scale: percent of porcine relaxin response, buffer zero; also: potency is read from the fitted curve at half-maximal effect; % is scaled to controls: 0 for no effect and ±100 for the full control effect; nearly all actives have a fitted effect of over 60% in size; many of its hits are not listed in these tables
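HEK293T cells stably expressing RXFP1 were pretreated with the PDE4 inhibitor Ro 20174, exposed to compounds for 30 min at 37C, lysed, and cAMP was read by TR-FRET. Data normalized to buffer (basal) and 29 nM porcine relaxin (100%).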
An asterisk follows results filed as active; ? = inconclusive; nt = not tested or not shown; & = joins results of further samples. Unless noted, calls follow the shape of the dose curve; as a rule, active = well fitted curve in the direction sought with a large enough effect; inconclusive = small, poorly fitted or top-dose-only effect, or another doubt; inactive = no such curve, though single readings can be large; an effect the other way counts as inactive or inconclusive.

SMILES	GRP78 ERSR act	RXFP1 antag	Vif-A3G inh	D1 agonist	D2 potentiator	D1 antagonist	Vif-A3F inh	D1 PAM	RXFP1 agonist
CCOC(=O)c1ccc(NC(=S)Nc2ccc(Cl)cn2)cc1	-6%	8	-5%	1	-11	2	-6%	-3	14%
CCOc1cc(/C=C2\C(=N)N3N=C(C)SC3=NC2=O)ccc1OCCOc1cccc(OC)c1	0%	2	-4%	5	-3	45	?	0	2.2%
CNC(=O)[C@H]1O[C@@H](n2cnc3c(NCc4cccc(I)c4)nc(Cl)nc32)[C@H](O)[C@@H]1O	-1%&-4%	nt	-7%	1	13	-6	1%	-7	26%
Cc1sc2nc(C3CC3)nc(SCC(=O)N3CCCc4ccccc43)c2c1C	nt	nt	nt	4	3	-4	nt	-2	0.8%
O=C(NNC(=S)Nc1ccccc1)c1ccccc1[N+](=O)[O-]	9%	-8	1%	0	-4	1	1%	3	2.4%
CC(=O)Nc1c2c(nn1-c1cccc(Cl)c1)CS(=O)(=O)C2	-6%	2	-2%	6	1	-10	-9%	-3	1.9%
Cc1cc(C(=O)NCc2cccs2)nn1C	1%	-5	1%	2	2	4	1%	1	-0.6%
O=C(NNc1ccccc1)Nc1cc(Cl)ccc1Cl	0%	-8	-7%	nt	nt	nt	2%	nt	nt
CC(/C=C\C=C\c1ccccc1)=N\NC(=O)c1cncc(Br)c1	2%	-16	-2%	3	-13	2	-12%	1	1.1%
S=c1nc2ccccc2c2nc(-c3ccccc3)[nH]n12	15%	-36	-10%	2	nt	-4	-16%	-2	2.3%
Cc1ccc(/C=N/n2c(C)nnc2C)s1	-1%	-14	0%	0	8	10	nt	-1	0.5%
O=C1c2cccnc2C(O)N1Cc1ccc(F)cc1 (stereo not drawn)	-2%	-6	1%	2	3	-4	-1%	-1	-0.2%
Cc1ccc(S(=O)(=O)N(c2cccc(C(F)(F)F)c2)C2C=CS(=O)(=O)C2)cc1 (stereo not drawn)	-6%	-21	-6%	2	-8	3	3%	-6	-0.8%
C/C(=N\NC(=O)c1cc2ccccc2cc1O)c1cccs1	-13%	-1	-5%	7	-8	-4	-18%	-2	0.4%
Cc1ccccc1N1CC(C(=O)Nc2ccc3c(c2)OCO3)CC1=O (stereo not drawn)	10%	-15	-1%	2	-1	7	-2%	1	-1.5%
CCOc1cc(NC(=O)C2CC2)c(OCC)cc1NC(=O)c1cccc(F)c1	-3%	3	0%	2	4	4	-6%	nt	4.7%
COc1cc(C(=O)OC(C)CN2CCN(C)CC2)cc(OC)c1OC (stereo not drawn)	-4%	1	6%	4	1	-21	8%	-6	3.9%
COc1ccc(-c2noc(CCC(=O)NC3CCCCCC3)n2)cc1OC	6%	2	-1%	nt	nt	nt	0%	nt	nt
COc1ccc(C(O)(CCN2CCOCC2)c2ccccc2)cc1 (stereo not drawn)	-1%	-11	-3%	3	8	0	-11%	-1	2.0%
C/C(=N\NC(=O)CSc1nc(C)[nH]c1[N+](=O)[O-])c1ccc(F)cc1	4%	?	-4%	1	-6	8	-3%	5	-1.4%

Molecules above that have an NH in an aromatic ring:
SMILES	GRP78 ERSR act	RXFP1 antag	Vif-A3G inh	D1 agonist	D2 potentiator	D1 antagonist	Vif-A3F inh	D1 PAM	RXFP1 agonist
S=c1nc2ccccc2c2nc(-c3ccccc3)[nH]n12	15%	-36	-10%	2	nt	-4	-16%	-2	2.3%
C/C(=N\NC(=O)CSc1nc(C)[nH]c1[N+](=O)[O-])c1ccc(F)cc1	4%	?	-4%	1	-6	8	-3%	5	-1.4%

More entries
SMILES	GRP78 ERSR act	RXFP1 antag	Vif-A3G inh	D1 agonist	D2 potentiator	D1 antagonist	Vif-A3F inh	D1 PAM	RXFP1 agonist
CC(=O)C1C(c2ccc(Cl)cc2)c2c(n[nH]c2C)CC1(C)O (stereo not drawn)	-2%	-9	-4%	1	-4	16	-3%	-2	1.5%
C/C(=N\OCC(=O)Nc1ccc(F)c(F)c1F)c1cc2ccccc2o1	-1%	-23	-5%	8	-14	-17	-12%	-5	-1.0%
COc1cc(-c2nnn(CC(=O)NCc3ccccc3)n2)cc(OC)c1OC	-2%	-7&-3	-7%	7&-1	-2&-10	-16&4	-4%	-1&-4	-0.8%&0.8%
COc1cc(Cl)c(S(=O)(=O)N2CC(C)OC(C)C2)cc1Cl (stereo not drawn)	-2%	-10	0%	2	nt	-3	-3%	-2	0.1%
CC(=O)Nc1ccc(S(=O)(=O)Nc2nc3n(n2)C(c2ccccc2)C=C(c2ccc(Cl)cc2)N3)cc1 (stereo not drawn)	0%	-5	-16%	23	10	-2	?	-4	8.7%
COC(=O)c1cccc(NC(=O)Cc2coc3cc(OC)ccc23)c1	0%	-5	-5%	5	-1	-8	-7%	-3	1.0%
O=C(CCN1CCc2ccccc2C1)Nc1ccccc1F	2%	-3	1%	0	nt	5	3%	-6	-0.6%
CN(C)S(=O)(=O)c1cccc(-c2nnc(SCc3ccc4c(c3)OCCO4)o2)c1	3%	12	3%	24	9	-7	-3%	-2	0.1%
CN(C)CCNC(=O)Nc1ccc(Cl)c(Cl)c1	5%	5	3%	6	-20	7	0%	-10	1.4%
COc1ccccc1NC(=O)CSc1nc(SC)ns1	12%	-5	0%	1	9	19	-9%	-4	-0.1%
Cc1cc(N2C(=O)CC(N3CCN(C(c4ccccc4)c4ccccc4)CC3)C2=O)no1 (stereo not drawn)	-7%	-15	-1%	2	-3	6	nt	1	1.4%
Cc1cc(C)n2c(SCC(C)C)nnc2n1	1%	-21	1%	0	9	-16	15%	-1	0.9%
[O-][N+](=Cc1ccccc1)CC1(O)CCCCC1	0%	7	3%	nt	nt	nt	1%	nt	nt
COc1cc(C(=O)Oc2ccccc2/C=N/NC(=O)c2ccc(Cl)cc2)cc(OC)c1OC	1%	13	?	1	-10	2	-14%	-8	1.6%
CSC1=NSC2=NC(=O)/C(=C\c3cccs3)C(=N)N12	-3%	-3	1%	5	-5	-3	5%	-22	1.7%
O=C(CSc1nnnn1-c1ccc(F)cc1)NC1CCCCC1	-2%	-3	1%	3	4	14	-3%	1	0.5%
CCOc1ccc(CSC(=N)N)cc1	-4%	-18	1%	25	12	21	1%	-3	-5.7%
Cc1cccc(NC(=O)C2CC(O)CN2C(=O)OCc2ccccc2)c1 (stereo not drawn)	-6%	-5	0%	0	nt	7	1%	-4	1.6%
CCCCNC(=O)CCn1c(=O)c2ccccc2n(Cc2cc(C)ccc2C)c1=O	-3%&-4%	nt	0%&-4%	-1&1	2&3	-9&4	1%&-12%	0&0	2.1%&0.7%
COc1ccc(NC(=O)C23CCC(C)(C(=O)O2)C3(C)C)cc1 (stereo not drawn)	1%	-7	2%	-1	0	-4	-8%	-2	3.9%
Cc1cc(NC(=O)Nc2cc(Cl)sc2Cl)no1	0%	-11	0%	3	4	1	3%	6	-3.5%
CNC(=S)Nc1cccc(Cl)c1C	-5%	21	0%	3	-2	2	3%	-7	3.4%
CCSCCC(NC1=CC(=O)CC(C)(C)C1)C(=O)O (stereo not drawn)	0%	-15	-1%	3	0	-11	-2%	-3	0.2%
O=C(CCCc1cccs1)NCCc1c[nH]c2ccccc12	4%	0	-1%	0	-6	-6	-6%	-8	0.0%
O=C(Nc1nnc(C2CC2)s1)c1cc(-c2ccccc2)nn1-c1ccccc1	-1%	-8	-1%	3	13	-12	3%	-4	0.0%
Cc1cccc(N2CCN(C(=O)c3cc4c(=O)n(C)c5ccccc5c4s3)CC2)c1C	-2%	-2	-2%	3	-10	3	1%	0	5.3%
CC1CCCN(Cc2ccc(OCc3ccccc3)cc2)C1 (stereo not drawn)	-1%	-1	1%	15	-14	-19	11%	0	0.3%
COc1ccc(C(=O)CSc2nnc(CNc3ccc(C)cc3C)o2)cc1	-5%	0	-14%	3	-8	-4	9%	-6	8.3%
CCOC(=O)C1CCCN(C2=NC(=O)/C(=C/c3ccc(O)c(OC)c3)S2)C1 (stereo not drawn)	8%	7	2%	9	3	-11	-3%	2	-2.0%
CC(C)OC(=O)C(NC(=O)c1ccccc1)=C1CCCCC1	-2%	-3	-7%	4	11	-38*	-9%	-2	1.3%
O=C(CN1C(=O)NC2(CCCC2)C1=O)Nc1nc2ccccc2s1	-1%	-14	-1%	0	10	14	-6%	-2	1.6%
CCNC(=O)CCSc1nnc(-c2ccncc2)o1	-2%	0	-1%	4	nt	11	-2%	-1	3.6%
O=S(=O)(c1cnc(Cl)c(Br)c1)N1CCCCCC1	5%	-7	-1%	1	5	2	-5%	-2	1.3%
COc1cc(/C=C2/SC(=O)NC2=O)ccc1Oc1ccc([N+](=O)[O-])cc1[N+](=O)[O-]	-1%	15	6%	6	0	20	-10%	-5	0.0%
CCOC(=O)C1=C(C)N=c2s/c(=C/c3ccc(OCC(=O)O)cc3)c(=O)n2C1c1cc(OC)c(OC)c(OC)c1 (stereo not drawn)	-1%	1	0%	4	-1	3	-4%	1	0.0%
COc1ccc(NC(=O)Cn2cccc2)c(OC)c1	-4%	-4	4%	nt	nt	nt	-14%	nt	1.9%
CCCCn1c(N)c(N(CC)C(=O)C2CCCC2)c(=O)[nH]c1=O	-2%	4	1%	3	7	7	-23%	-3	0.2%
COc1ccc(N(CC(=O)N2CCOCC2)S(C)(=O)=O)cc1OC	-3%	4	0%	3	3	-2	10%	2	-2.2%
Cc1cc2c(cc1C)C(=O)C(Br)=C(N)C2=O	3%	-16	-8%	nt	nt	nt	?	nt	nt
CC(=O)c1cccc(NC(=O)C2=CC(c3ccc4c(c3)OCO4)=NS(=O)(=O)N2C)c1	-6%&-1%	7&-12	0%&3%	2&0	-22&4	-10&-12	-3%&4%	-1&-1	-2.9%&3.3%
O=C(CS(=O)(=O)c1nc(-c2ccc(Cl)cc2)cn1-c1ccccc1)Nc1ccc(F)cc1F	0%	-64*	-12%	4	9	-17	3%	2	-3.1%
COc1cc(NC(=O)CSc2nc(-c3ccccc3)no2)cc(OC)c1	-1%	1	0%	13	0	-16	1%	-1	-1.0%

Screens from PubChem.

An excerpt; the hit share may differ from the screen's.
